# Screening data as filed in PubChem BioAssay.
# rCAG RNA binder: r(CAG) repeat RNA binding. TO-PRO-1 dye displacement fluorescence. inhibition, % at 3 µM. 1.3% of 370,000 active;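 active means inhibition above the plate cutoff, the mean of all test compounds on that plate plus 3 SD, cut at about 35% in these data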;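 further: 0% = DMSO alone and 100% = 100 µM mitoxantrone as full dye displacement; higher means more dye released from RNA so lower well fluorescence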
# LEDGF integ inh: blocks HIV-1 LEDGF/p75-dependent DNA integration | TR-FRET IN-LEDGF/p75 DNA integration, Eu/Cy5 | inhibition, % at 3.7 µM | 0.64% of 370,000 active;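 active means inhibition above the screen-wide mean plus 3 SD, cut at about 13% in these data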;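 further: signal is the Cy5 over europium emission ratio at 671 and 618 nm; 0% = plate median of compound wells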
# UHRF1 MBD2 ctr: UHRF1 methyl-DNA binding inhibition. Q96T88. UHRF1 binding to methylated oligo, TR-FRET. inhibition, % at 4.4 µM. 0.75% of 370,000 active; in the data active means inhibition above about 21%;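 further: UHRF1 SRA domain binding a hemimethylated CpG hairpin DNA probe; 0% = median of test compound wells and 100% = reference inhibitor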
# Rev-erbA mod: modulates human Rev-erb alpha binding to DNA; 0.79% of 370,000 active; activity, % at 10 µM; P20393; Rev-erbα–FITC-DNA binding, fluorescence polarization, 90 min;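 active means activity above about 14%, limit read from the data; passing the limit was not always enough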;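 further: 0% = DMSO wells with 35 nM protein and 100% = DMSO wells with 750 nM protein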
# HTRA1 inh: HTRA1 (human) protease inhibition; 0.5% of 340,000 active; inhibition, % at 5.96 µM; recombinant HTRA1, FP-rhodamine activity-based probe, fluorescence polarization; Q92743; in the data active means inhibition above about 36%;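 further: 0% = enzyme with DMSO and 100% = wells lacking enzyme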
# TCR-CD3 inh: human TCR-CD3 binding inhibition. 0.37% of 360,000 active. TAMRA-labeled TCR probe fluorescence, biochemical. inhibition, % at 9.4 µM; in the data active means inhibition above about 19%;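 further: recombinant mutant TCR 2C K166C tagged with TAMRA read by polarization; 0% = receptor in buffer alone and 100% = receptor with positive control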
# MBD2 inh: blocks human MBD2 binding to methylated DNA; 0.31% of 370,000 active; Q9UBB5; inhibition, % at 4.4 µM; TR-FRET, MBD2 binding to methylated oligonucleotide; in the data active means inhibition above about 13%
# PRMT1 inh: blocks human protein arginine methyltransferase 1. 1.3% of 370,000 active. Q99873. recombinant PRMT1, activity-based probe fluorescence polarization. AID 652257. inhibition, % at 2.79 µM;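 active means inhibition above about 21% made by adding two undisclosed values, limit read from the data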
# Target sequence (Q99873 whole entry, looked up): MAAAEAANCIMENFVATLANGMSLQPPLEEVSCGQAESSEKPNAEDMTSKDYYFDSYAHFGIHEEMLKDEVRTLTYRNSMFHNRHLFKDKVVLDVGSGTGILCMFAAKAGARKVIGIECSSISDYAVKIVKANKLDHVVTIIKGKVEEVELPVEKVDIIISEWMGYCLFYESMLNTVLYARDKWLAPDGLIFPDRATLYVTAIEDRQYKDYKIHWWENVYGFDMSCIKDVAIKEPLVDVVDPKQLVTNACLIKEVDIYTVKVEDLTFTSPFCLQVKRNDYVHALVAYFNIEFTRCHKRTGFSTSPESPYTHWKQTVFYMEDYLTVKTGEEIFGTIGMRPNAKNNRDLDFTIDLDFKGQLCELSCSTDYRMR
# mABHD4 FP: inhibits mouse alpha/beta hydrolase domain 4; Q8VD66; purified mABHD4, FP-Rh probe fluorescence polarization; inhibition, % at 8.92 µM; 0.54% of 370,000 active;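 active means inhibition exceeding the mean over every tested compound plus 3 SD, cut at about 30% in these data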;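 further: 0% = plate median of compound wells and 100% = S159A mutant with DMSO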
# Target sequence (Q8VD66 whole entry, looked up, the tested form may be a part): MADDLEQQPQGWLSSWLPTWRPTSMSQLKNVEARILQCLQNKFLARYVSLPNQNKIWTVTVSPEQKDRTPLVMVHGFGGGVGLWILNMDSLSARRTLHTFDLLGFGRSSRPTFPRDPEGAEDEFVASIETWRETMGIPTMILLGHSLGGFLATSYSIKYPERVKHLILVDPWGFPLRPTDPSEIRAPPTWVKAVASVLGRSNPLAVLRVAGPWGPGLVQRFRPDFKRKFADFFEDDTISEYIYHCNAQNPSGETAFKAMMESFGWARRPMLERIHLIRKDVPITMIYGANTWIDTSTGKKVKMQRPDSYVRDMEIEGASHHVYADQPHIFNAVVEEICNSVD
#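 Assay system: wild-type mouse ABHD4 protein; compound: single nominal dose of 8.92 µM, 0.89% DMSO final; schedule: 45 min + 60 min at 25 °C; measured by: FP readout, ex 525 nm / em 598 nm; evaluation: % inhibition of FP-Rh probe binding versus controls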
# PG9 binder: small molecules binding HIV-1 gp120 antibody PG9 | TR-FRET gp120-PG9 antibody binding | 0.43% of 360,000 active | AID 624416 | inhibition, % at 6.7 µM; in the data active means inhibition above about 8.5%
# Starred values were filed as active, the others as inactive; / = no result given. This is a subset; the hit share may differ from the screen's.
SMILES,rCAG RNA binder,LEDGF integ inh,UHRF1 MBD2 ctr,Rev-erbA mod,HTRA1 inh,TCR-CD3 inh,MBD2 inh,PRMT1 inh,mABHD4 FP,PG9 binder
O=C(CN1C(=O)c2ccccc2C1=O)OCC(=O)N1CCN(c2ccccc2)CC1,-12,-2,1,-4,4,4,1,-3,-1,-0.2
COc1ccc(C2=NN(C(=S)Nc3ccccc3)C(c3ccccc3)C2)cc1 (stereo unspecified),5,-3,3,2,-12,3,0,-2,1,-2.1
CC(C)OC(=O)CSc1nnc(-c2ccco2)n1N,-2,2,1,3,1,-3,4,-1,-5,-4.1
COc1ccc(S(=O)(=O)N2CCOCC2)cc1NC(=O)c1ccccc1C,-7,-1,2,1,7,2,-2,-2,9,-1.2
O=C(Nc1ncnc2sc3c(c12)CCCCC3)c1ccco1,2,-2,-1,7,4,7,0,-2,1,-0.1
Cc1cc2nc(-c3cccc(Br)c3)c(CC3CCCCC3)n2c(C)c1Br,3,-1,3,10,/,-8,-2,-1,-7,1.5
CC(C)(C)c1ccc(-c2nnc(SCC(=O)Nc3ccc(Oc4ccccc4)cc3)n2Cc2ccco2)cc1,9,-2,0,2,/,/,-1,-2,0,/
Cc1ccc(N2CC(C(=O)NCc3ccc4c(c3)OCO4)CC2=O)cc1C (stereo unspecified),-7,-2,2,-2,-1,-13,5,1,3,1.2
CCOc1ccc(NC(=O)CSc2nc3ccsc3c(=O)n2CCCCCC(=O)O)cc1,17,-2,1,3,0,-5,0,1,1,-0.1
O=C(NCCO)c1cc2ccccc2c(=O)s1,0,1,0,6,4,2,1,1,0,-2.5
COc1cccc(C(=O)/C=C/Nc2ccc(S(=O)(=O)Nc3cc(OC)nc(OC)n3)cc2)c1,45*,3,0,-2,-6,9,-4,-2,-5,0.4
O=C(Nc1ccccc1F)C1CCCC1,0,6,-2,-3,8,1,-3,-4,-3,-0.1
CCN(CC(=O)NCc1ccc(Cl)cc1)Cc1cc(=O)n2ccsc2n1,-2,2,-1,-3,-2,4,5,0,0,-0.4
O=C(Nc1ccc(F)c(Cl)c1)Nc1ccc(Cl)cn1,1,-1,-2,2,-6,6,-7,-3,-8,-1.1
O=C(Nc1ccccc1)C1CC(O)CN1S(=O)(=O)c1ccc([N+](=O)[O-])cc1 (stereo unspecified),4,1,-1,-2,-3,9,1,-2,1,-1.6

# An excerpt from above in order of molecular weight, ascending:
SMILES,rCAG RNA binder,LEDGF integ inh,UHRF1 MBD2 ctr,Rev-erbA mod,HTRA1 inh,TCR-CD3 inh,MBD2 inh,PRMT1 inh,mABHD4 FP,PG9 binder
O=C(Nc1ccccc1F)C1CCCC1,0,6,-2,-3,8,1,-3,-4,-3,-0.1
O=C(NCCO)c1cc2ccccc2c(=O)s1,0,1,0,6,4,2,1,1,0,-2.5
CC(C)OC(=O)CSc1nnc(-c2ccco2)n1N,-2,2,1,3,1,-3,4,-1,-5,-4.1
O=C(Nc1ccc(F)c(Cl)c1)Nc1ccc(Cl)cn1,1,-1,-2,2,-6,6,-7,-3,-8,-1.1
O=C(Nc1ncnc2sc3c(c12)CCCCC3)c1ccco1,2,-2,-1,7,4,7,0,-2,1,-0.1
Cc1ccc(N2CC(C(=O)NCc3ccc4c(c3)OCO4)CC2=O)cc1C (stereo unspecified),-7,-2,2,-2,-1,-13,5,1,3,1.2
COc1ccc(C2=NN(C(=S)Nc3ccccc3)C(c3ccccc3)C2)cc1 (stereo unspecified),5,-3,3,2,-12,3,0,-2,1,-2.1
COc1ccc(S(=O)(=O)N2CCOCC2)cc1NC(=O)c1ccccc1C,-7,-1,2,1,7,2,-2,-2,9,-1.2
O=C(Nc1ccccc1)C1CC(O)CN1S(=O)(=O)c1ccc([N+](=O)[O-])cc1 (stereo unspecified),4,1,-1,-2,-3,9,1,-2,1,-1.6
COc1cccc(C(=O)/C=C/Nc2ccc(S(=O)(=O)Nc3cc(OC)nc(OC)n3)cc2)c1,45*,3,0,-2,-6,9,-4,-2,-5,0.4
Cc1cc2nc(-c3cccc(Br)c3)c(CC3CCCCC3)n2c(C)c1Br,3,-1,3,10,/,-8,-2,-1,-7,1.5
CC(C)(C)c1ccc(-c2nnc(SCC(=O)Nc3ccc(Oc4ccccc4)cc3)n2Cc2ccco2)cc1,9,-2,0,2,/,/,-1,-2,0,/

# Going on with the list.
SMILES,rCAG RNA binder,LEDGF integ inh,UHRF1 MBD2 ctr,Rev-erbA mod,HTRA1 inh,TCR-CD3 inh,MBD2 inh,PRMT1 inh,mABHD4 FP,PG9 binder
COc1ccc(-c2coc3c(C)c4oc(=O)c(CC(=O)O)c(C)c4cc23)cc1,6,-5,3,-4,4,-8,2,2,-1,0.0
Cc1ccccc1C(=O)c1cccn1CC(=O)NC(C)CCc1ccccc1 (stereo unspecified),-4,3,0,2,-21,-5,1,3,4,0.8
CC(C)c1ccc(C(=O)NCCCN2CCOCC2)cc1,-5,-3,0,-1,2,6,-2,-3,-2,-0.6
Cc1cc(C)cc(N(C(=O)c2nsc(Cl)c2Cl)C(C(=O)NC2CCCC2)c2ccc(O)cc2)c1 (stereo unspecified),1,-1,0,1,-20,-7,-4,1,-10,-0.3
Fc1ccc(NC(=S)N2CCn3cccc3C2c2cccnc2)cc1 (stereo unspecified),0,-7,2,-2,8,-3,3,4,1,-1.6
Cc1ccc(NC(=O)CN(C)CC(=O)Nc2ccccc2Oc2ccccc2)cc1,-3,-4,8,-6,-10,-1,5,2,13,-0.5
Cc1ccc(S(=O)(=O)CCC(=O)Nc2nnc(-c3ccc(F)cc3)o2)cc1,5,1,-1,-2,1,2,2,6,6,-0.1
O=C(COc1ccc(F)cc1)Nc1ccc(-n2cnnn2)cc1,3,1,6,6,5,-5,8,1,-7,1.8
COc1ccc(/C=N/NC(=O)c2cc(-c3ccccc3)nc3ccccc23)c(C(=O)O)c1OC,16,3,6,-6,-16,2,4,6,-8,0.9
Cc1cccc(N2CCN(C(=O)c3cccc(NC4=NC5CS(=O)(=O)CC5S4)c3)CC2)c1C (stereo unspecified),4,5,1,3,-4,7,1,0,-3,-0.4
Cc1ccc(NC(=O)NCc2ccc3[nH]c(C)cc3c2)cc1,7,1,-1,-2,1,-1,0,-4,-6,0.2
O/N=C(\c1ccccc1)c1nccc2ccccc12,0,2,0,-5,0,6,-8,-7,-7,-0.3
CC1(c2nc3ccccc3[nH]2)c2ccccc2C(=O)N1Cc1ccccn1 (stereo unspecified),1,3,0,-7,/,0,1,3,0,0.1
COc1ccc(-c2c(C)cc3oc(=O)cc(-c4ccccc4)c3c2C)cc1,6,2,-2,16,-34,-2,-2,-2,-14,-1.1
CC1CCN(c2ccc(C(=O)O)cc2NS(=O)(=O)c2ccccc2[N+](=O)[O-])CC1,22,1,-3,-1,/,/,2,2,44*,/

# Printed as active in mABHD4 FP (from the list above):
canonical_smiles,LEDGF integ inh,UHRF1 MBD2 ctr,Rev-erbA mod,HTRA1 inh,TCR-CD3 inh,MBD2 inh,PRMT1 inh,mABHD4 FP,PG9 binder
CC1CCN(c2ccc(C(=O)O)cc2NS(=O)(=O)c2ccccc2[N+](=O)[O-])CC1,1,-3,-1,/,/,2,2,44*,/

# Next records:
SMILES,rCAG RNA binder,LEDGF integ inh,UHRF1 MBD2 ctr,Rev-erbA mod,HTRA1 inh,TCR-CD3 inh,MBD2 inh,PRMT1 inh,mABHD4 FP,PG9 binder
Cc1ccc(S(=O)(=O)NCC(=O)NC2CCCC2)cc1,0,-1,1,-6,1,4,0,4,3,0.9
O=C(Cc1csc(Nc2nc(=S)[nH]c3ccccc23)n1)N1CCN(c2cccc(Cl)c2)CC1,6,6,-1,2,-2,-1,-1,-8,-2,-0.2
O=C(Nc1nc2c(s1)CCCC2)c1ccc2ncsc2c1,8,4,-4,-3,-13,-9,-5,6,-1,-3.0
Fc1ccc(NCc2cccnc2)cc1,-2,2,-1,/,9,7,-6,-2,-2,1.4
Cc1scc(C(=O)Nc2ccon2)c1-c1ccccc1,0,-1,1,-5,-9,-3,3,0,2,-1.4
O=C(CNC(=O)c1sc2ccccc2c1Cl)NCc1cccc(C(F)(F)F)c1,3,-4,2,31*,-11,-4,-3,1,-1,15*
COC(=O)c1cn(CCC#N)nc1-c1ccc2ccccc2c1,-2,4,1,-1,-1,3,0,-2,-3,0.4
O=C(NC1CC1)C1CCN(S(=O)(=O)c2cc(Cl)ccc2Cl)CC1,-1,1,0,1,2,6,2,2,3,-3.4
CC(C)c1ccc(/C=N/NC(=O)C(=O)NCCCN2CCOCC2)cc1,-2,-1,5,2,5,-3,1,-1,2,0.3
CC(=O)Nc1ccc(NC(=O)CSc2nnc(-c3cccs3)o2)cc1,4,2,2,-2,/,/,2,1,-3,/
COC(=O)c1cnn(-c2cc(Oc3ccccc3)ncn2)c1N,1,-1,0,-3,-5,-6,-2,-3,0,-1.6
Cc1cc(C)n2cc(CSCc3ccccc3)nc2n1,-2,0,-2,-7,1,-1,3,1,-4,-0.1
CC(C(=O)OCC(=O)c1ccc([N+](=O)[O-])cc1)N1C(=O)C2C3C=CC(C3)C2C1=O (stereo unspecified),3,5,1,-6,11,-8,-5,28*,-7,-0.4
O=C(Nc1ccc(F)c(F)c1)C1CCCN1S(=O)(=O)c1ccc(F)cc1 (stereo unspecified),-1,3,-2,7,-1,5,-3,-7,-2,0.1
Cc1cccc(C(=O)Nc2cccc3cccnc23)c1,3,5,1,-5,-27,2,-2,-2,-4,-0.7
O=C(COC(=O)/C=C/c1cccc(C(F)(F)F)c1)NCCN1C(=O)CSC1=O,1,-9,0,7,8,-2,2,-1,-5,0.5
Cc1ccccc1C(=O)N[C@H](C(=O)N1CCC[C@H]1C(=O)NCc1ccccc1)C(C)C,0,-2,-2,2,/,3,-4,0,-4,-2.8
O=C(NCc1cccs1)c1ccc2ccccc2n1,-2,-1,2,-3,-12,-11,7,0,-8,1.0
